Screens (PubChem)
hERG rescue: hERG rescue from dofetilide block, primary screen, cell-based, CHO-hERG, FluxOR thallium flux, dofetilide IC70; activation (rescue from dofetilide block), less the hit threshold, % at 10 µM; dofetilide IC70 present; 310,000 compounds, 0.51% hits; Voltage-gated inwardly rectifying potassium channel KCNH2 (Homo sapiens), Q12809;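 active = activation above the mean of controls blocked by dofetilide plus 5 SD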;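 also: thallium influx through hERG after potassium depolarization seen as dye fluorescence rise; in these data hits start at about 4.7%; inactives centre near -7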
HDAC3 inhib: HDAC3 deacetylase inhibitors, primary screen, biochemical, fluorescence, cell-free homogeneous. recombinant HDAC3, fluorogenic peptide/trypsin coupled. inhibition, % at 8.3 µM. AID 2718, 2010. 320,000 compounds, 0.15% hits. Histone deacetylase 3 (Homo sapiens), O15379; in the data active = inhibition above about 26%, passing the limit was not always enough; inconclusive = no clear call, values can overlap the other calls
KCNQ1 act: potentiators or activators of KCNQ1 channel, primary screen, cell-based, thallium flux, high-throughput. AID 2648, 2010. B-score at 10 µM. CHO-K1 KCNQ1, thallium flux FluxOR fluorescence; stronger effect = higher value. Potassium voltage-gated channel subfamily KQT member 1 (Homo sapiens), P51787. 310,000 compounds, 0.35% hits;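 active = fluorescence ratio B-score, a plate-corrected score, at least three library SD, with initial intensity B-score within 5 SD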
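System: Stable KCNQ1 CHO-K1 line | Incubation: 90 min dye loading and 20 min compound exposure, both at room temperature | Measure: Ratio B score | Medium: Assay buffer for compound exposure, DMSO matched across wells | Compound dosing: Single-concentration screen | Probe or stimulus: K+/Tl+ depolarizing stimulus | Measured by: Kinetic FluxOR fluorescence, 10 s baseline plus 110 s post-stimulus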
TRPC4 agonist: activators of mouse TRPC4 channel, primary screen, Fluo4 calcium, HEK293 TRPC4beta/mu-opioid cells; Short transient receptor potential channel 4 (Mus musculus), Q9QUQ5; Fluo4 calcium fluorescence; stronger effect = higher value; AID 2237, 2010; 310,000 compounds, 0.49% hits; B-score at 10 µM;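 active = B-score above 5 SD of library B-scores, and initial fluorescence ratio not above library mean plus 5 SD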;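 also: positive B-score marks a calcium rise read as TRPC4 activation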
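System – HEK293 cells stably co-expressing mouse TRPC4beta and mu-opioid receptor · Signal – Fluo4 calcium-sensitive dye fluorescence, kinetic, 1 Hz baseline · Benchmarks – buffer (low) and maximal DAMGO (high) · Read-out – B score of integrated fluorescence ratio per well · Incubation – dye loading 45 min room temperature, 110 s kinetic read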
TMEM16A act: TMEM16A chloride channel activators or potentiators, primary screen, cell-based, HTS. Anoctamin-1 (Mus musculus), Q8BHY3. HEK293 TMEM16A/YFP-H148Q/I152L, iodide quench fluorescence; stronger effect = lower value. B-score at 10 µM. 340,000 compounds, 0.3% hits;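 active = fluorescence-ratio B-score plate-corrected deviation score at least 3 library SD below zero, with starting fluorescence score within 5 deviations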;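 also: channel opened by trigger with iodide after compound preincubation; score built on the fluorescence ratio of max minus min over baseline; more negative score means more quench and so TMEM16A activation or potentiation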
KCNK9 inh: KCNK9 potassium channel inhibitors, primary screen, HEK293 cells, thallium flux | AID 488922, 2010 | B-score at 10 µM | 310,000 compounds, 1.2% hits | Potassium channel subfamily K member 9 (Homo sapiens), Q9NPC2 | FluxOR thallium flux fluorescence; stronger effect = lower value;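 active = ratio B-score over 3 SD below the library mean, with starting fluorescence within 5 SD of its mean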;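 also: negative B-score means less thallium flux so channel inhibition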
Target sequence (Q9NPC2 whole entry, looked up): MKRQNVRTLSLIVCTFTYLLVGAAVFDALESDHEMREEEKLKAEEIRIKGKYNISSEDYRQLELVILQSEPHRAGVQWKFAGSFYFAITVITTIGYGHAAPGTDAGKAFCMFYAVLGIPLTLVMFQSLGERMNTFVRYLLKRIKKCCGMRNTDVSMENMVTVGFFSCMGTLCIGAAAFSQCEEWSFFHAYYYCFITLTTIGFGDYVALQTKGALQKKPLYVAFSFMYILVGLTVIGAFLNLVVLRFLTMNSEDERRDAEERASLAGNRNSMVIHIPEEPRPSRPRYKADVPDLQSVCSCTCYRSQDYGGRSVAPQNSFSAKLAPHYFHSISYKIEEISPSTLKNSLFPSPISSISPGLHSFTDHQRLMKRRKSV
TRPC4 potent: positive allosteric modulators of TRPC4, primary screen, cell-based, mouse TRPC4beta, HEK293 mu-opioid, Fluo-4 calcium. Short transient receptor potential channel 4 (Mus musculus), Q9QUQ5. DAMGO EC20, Fluo-4 Ca2+ flux; stronger effect = higher value. B-score at 10 µM. 310,000 compounds, 0.42% hits;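 active = B-score of calcium response area above 5 SD of library B-scores, with initial fluorescence ratio within 5 SD of library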;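 also: B-score of integrated fluorescence ratio over time as area under calcium response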
KCNQ1 inh: inhibitors of human KCNQ1 channel, primary screen, cell-based, thallium flux, high-throughput. CHO-K1 KCNQ1, FluxOR thallium flux fluorescence; stronger effect = higher value. B-score at 10 µM. 310,000 compounds, 1.3% hits. Potassium voltage-gated channel subfamily KQT member 1 (Homo sapiens), P51787. AID 2642, 2010;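 active = compounds whose thallium flux B-score, printed positive for inhibition, exceeds three library SD while starting fluorescence stays within three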;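 also: channel opened by potassium depolarization with thallium stimulus after 20 min compound exposure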
ANO1 block: TMEM16A chloride channel inhibitors, primary screen, cell-based, HTS | AID 588511, 2011 | HEK293 TMEM16A/YFP iodide influx fluorescence, ionomycin | normalized B-score (activity score, 25-100; higher = stronger inhibition) at 10 µM | Anoctamin-1 (Mus musculus), Q8BHY3 | 310,000 compounds, 1.2% hits;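 active = ratio plate-corrected score three or more library SD toward inhibition, starting fluorescence score within five deviations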;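 also: score derived from kinetic fluorescence span divided by baseline fluorescence per well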
KCNK3 inh: human KCNK3 channel inhibitors, primary screen, CHO cells, FluxOR thallium flux, B-score; Potassium channel subfamily K member 3 (Homo sapiens), O14649; FluxOR fluorescence; stronger effect = lower value; B-score at 10 µM; 340,000 compounds, 0.84% hits;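 active = B-score under library mean minus 4 SD, starting fluorescence ratio at most library mean plus 5 SD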;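 also: more negative B-score means stronger inhibition of thallium flux through KCNK3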
Target sequence (O14649 whole entry, looked up): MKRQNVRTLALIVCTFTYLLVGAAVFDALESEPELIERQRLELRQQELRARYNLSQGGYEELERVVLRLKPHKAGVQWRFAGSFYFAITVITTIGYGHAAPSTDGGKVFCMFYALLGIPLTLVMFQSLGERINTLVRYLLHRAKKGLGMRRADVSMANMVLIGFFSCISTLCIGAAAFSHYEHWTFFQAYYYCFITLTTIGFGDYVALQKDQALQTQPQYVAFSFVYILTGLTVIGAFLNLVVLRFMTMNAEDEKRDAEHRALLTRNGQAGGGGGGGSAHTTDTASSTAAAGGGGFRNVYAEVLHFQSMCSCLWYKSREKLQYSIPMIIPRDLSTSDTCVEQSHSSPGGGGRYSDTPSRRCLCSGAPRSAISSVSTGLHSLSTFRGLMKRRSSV
Dyrk1A ADPGlo: rat Dyrk1A kinase inhibitors, primary screen, biochemical, single point, plate reader; inhibition, % at 12.5 µM; Dual specificity tyrosine-phosphorylation-regulated kinase 1A (Rattus norvegicus), Q63470; ADP-Glo luminescence, NFATc1 peptide; 310,000 compounds, 0.43% hits; in the data active = inhibition above about 50%;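 also: plate controls were vehicle with enzyme for no effect and no enzyme for full effect; many of its hits are not listed in these tables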
Numbers without * were called inactive; i = inactive; ? = inconclusive; . = not tested or not shown; & = joins results of further samples. The list is partial; count on the stated rates, not on these rows.

molecule,hERG rescue,HDAC3 inhib,KCNQ1 act,TRPC4 agonist,TMEM16A act,KCNK9 inh,TRPC4 potent,KCNQ1 inh,ANO1 block,KCNK3 inh,Dyrk1A ADPGlo
CC(=O)Cc1nsc(NC(=O)C2Cc3ccccc3C(=O)O2)n1 (centres undefined),-10,0,i,i,i,i,i,i,i,i,0
Cc1ccc(NC(=O)CCN2CC(C)OC(C)C2)cc1 (centres undefined),-3,3,i,i,i,i,i,i,i,i,-9
CCCc1ccc(OCC(O)CN2CCN(c3ccccn3)CC2)cc1 (centres undefined),-8,8,i,i,i,i,i,i,i,i,2
COc1ccc(C)cc1N(CC(=O)N1CCCCCC1)S(=O)(=O)c1ccc(C)cc1,-14,5,i,i,i,i,i,i,i,i,2
O=C(COc1ccccc1-c1ccccc1)N/N=C/c1ccccn1,-23,?,i,i,i,i,i,i,i,i,7
COc1ccccc1C(=O)NC(=S)N1CCCc2ccccc21,-6,9,i,i,i,i,i,i,i,i,3
O=S(=O)(N/N=C/c1ccc(N2CCOCC2)cc1)c1ccccc1,-8,3,i,i,i,i,i,i,i,i,2
COC(CNC(=O)CNC(=S)N(CCCN1CCOCC1)Cc1cccs1)OC,-2,-5,i,i,i,i,i,i,i,i,-5
Cc1ccccc1NC(=O)NC1(C(=O)NCCCN2CCOCC2)CCCCC1,-3,-4,i,i,i,i,i,i,i,i,-2
CCN(CCn1cccn1)C(=O)CC1C(=O)NCCN1Cc1cccc(OC)c1OC (centres undefined),-5,-1,i,i,i,i,i,i,i,i,0
CCOC(=O)/C(C#N)=C/c1cn(CCOc2ccccc2)c2ccccc12,-2,5,i,i,i,i,i,i,i,i,3
O=C(C1CCCN(S(=O)(=O)c2ccccc2)C1)N1CCN(c2ccccc2)CC1 (centres undefined),-6,1,i,i,i,i,i,i,i,i,16
COC(=O)c1ccc(C2C(C(=O)c3ccc(C)o3)=C(O)C(=O)N2c2cc(C)on2)cc1 (centres undefined),-9,6,i,i,i,i,i,i,i,i,-7
CC(C)C(=O)N1CCN(c2ccc(NC(=O)c3ccc([N+](=O)[O-])o3)cc2)CC1,-22,6,i,i,i,i,i,i,i,i,.
COc1ccc(CCN2C(=O)c3cccc4cccc(c34)C2=O)cc1OC,-8,-2,i,i,i,i,i,i,i,i,-4
COc1c2occc2c(OC)c2c(=O)cc(C(F)(F)F)oc12,-5,2,i,i,i,i,i,i,i,i,5
CC(C)(C)C(=O)NN=C1CCC(c2ccccc2)CC1 (centres undefined),-10,0,i,i,i,i,i,i,i,i,-2
CN(C(=O)COC(=O)CN1C(=O)C2CC=CCC2C1=O)c1ccccc1 (centres undefined),-14,3,i,i,i,i,i,i,i,i,-2
COc1ccc(Cn2nnc3c(=O)[nH]c(C(=O)NCCc4ccc(F)cc4)nc32)cc1OC,-4,6,i,i,i,i,i,i,i,i,1
Cc1ccccc1-c1nc(SCc2cccnc2)c2c(=O)n(C)c(=O)n(C)c2n1,-5,6,i,i,i,i,i,i,i,i,6
Cc1ccc(-n2c(SCC(=O)Nc3cc(C)on3)nc3ccccc3c2=O)cc1,-1,-6,i,i,i,i,i,i,i,i,-1
O=C(O)c1ccccc1C(=O)N1CCN(c2ncccn2)CC1,-2,2,i,i,i,i,i,i,i,i,4
S=C(NCCc1ccccc1)N1CCOCC1,-2,3,i,i,i,i,i,i,i,i,3
CON(C)S(=O)(=O)c1cccc(C(=O)Oc2ccc(N(C)S(=O)(=O)c3ccccc3)cc2)c1,-12,2,i,i,i,i,i,i,i,i,-13
C=CCNC(=O)C1CC=CCC1C(=O)O (centres undefined),-10,8,i,i,i,i,i,i,i,i,-2
Clc1ccc(-c2cn3c(n2)SCC3)cc1,-5,-1,i,i,i,i,i,i,i,i,4
COc1cc2c(cc1OC)CN(C(=O)COc1ccccc1C#N)CC2,-3,-13,i,i,i,i,i,i,i,i,5
COC(=O)/C=C\C(=O)Nc1cccc([N+](=O)[O-])c1,-20,-10,i,i,-4.7*,i,i,i,i,i,-1
O=C(C1CC(=O)N(C2CCCC2)C1)N1CCC(Cc2ccccc2)CC1 (centres undefined),-5,2,i,i,i,i,i,i,i,i,.
Cn1c(/C(C#N)=C(\O)c2ccc(Cl)s2)nc2ccccc21,0,-7,i,i,i,i,i,i,i,i,-4
Cn1c(=O)c(-c2ccccc2)nc2ccccc21,-8,-15,i,i,i,i,i,i,i,i,-2
COc1ccc(C2Nc3ccccc3NC3=C2C(=O)CC(C)(C)C3)c(OC)c1OC (centres undefined),-10,4,i,i,i,i,i,i,i,i,-3
O=C1CC(c2ccc(F)cc2)SC(N(c2ccccc2)c2ccccc2)=N1 (centres undefined),-3,0,i,i,i,i,i,i,i,i,0
CC(C)Oc1ccc(CCC(=O)NNC(=S)NCc2ccccc2)cc1,-12,8,i,123*,i,i,i,i,i,i,10
CCOC(=O)[C@H]1[C@H]2COc3ccc(Cl)cc3[C@@H]2N2C(=O)c3cc(F)c(F)cc3NC(=O)[C@@]12C,.,4,.,.,i,.,.,.,i,i,0
O=c1cc(CO)occ1OCc1ccccc1,-7,0,i,i,i,i,i,i,i,i,5
Oc1c(C=C2N=c3ccccc3=N2)sc(=S)n1-c1ccc(F)cc1,-7&1,4&-1,i,i,i,i,i,i,i,i,1&-4
N#Cc1c(Sc2ncc(C(F)(F)F)cc2Cl)nsc1C/C=N\OCc1c(F)cccc1Cl,-9,8,i,i,i,i,i,i,i,i,0
Cc1oc(C(=O)O)cc1COc1ccccc1Cl,-2,-5,i,i,i,i,i,i,i,i,10
COc1ccc(NC(=O)CC2C(=O)N(c3ccc(OC)cc3)C(=O)N2CCc2cccs2)cc1 (centres undefined),-3,1,i,i,i,i,i,i,i,i,0
O=C(Sc1ccc(Cl)cc1)c1ccccn1,-8,6,i,i,i,i,i,i,i,i,-2
COc1ccc(CCN2CN(S(=O)(=O)c3ccccc3)c3nc4ccccc4nc32)cc1OC,-8,4,i,i,i,i,i,i,i,i,-1
CCOC(=O)CCC(NC(=O)c1ccc(NCN2C(=O)c3ccccc3C2=O)cc1)C(=O)OCC (centres undefined),-20,-1,i,i,i,i,i,i,i,i,-4
Cc1cccc(C)c1NC(=O)CSc1nnc(-c2ccccc2)n1Cc1ccc2c(c1)OCO2,-11,14,i,i,i,i,i,i,i,i,1
Cc1cc(N2C(=O)C3C4CCC(C4)C3C2=O)no1 (centres undefined),-7,-4,i,i,i,i,i,i,i,i,3
O=C(NCCc1ccc(Cl)cc1)c1ncn[nH]1,-2,-1,i,i,i,i,i,i,i,i,-3
CCS(=O)(=O)N1Cc2ccccc2CC1C(=O)Nc1nnc(SCc2ccc(C#N)cc2)s1 (centres undefined),-7,9,i,i,i,i,i,i,i,i,0
Cc1cccc(NC(=S)NC2CCCC2)n1,0,5,i,i,i,i,i,i,i,i,11
COC(=O)COc1cccc2c(=O)n(CC(=O)NCc3ccccc3)ccc12,-9,0,i,i,i,i,i,i,i,i,-1
Cc1ccccc1Nc1c(-c2ccc(N3CCOCC3)cc2)nc2cnccn12,-8,.,i,i,i,i,i,i,i,i,-5

New compounds follow
molecule,hERG rescue,HDAC3 inhib,KCNQ1 act,TRPC4 agonist,TMEM16A act,KCNK9 inh,TRPC4 potent,KCNQ1 inh,ANO1 block,KCNK3 inh,Dyrk1A ADPGlo
COc1ccc(N2C(=O)CN=C2Nc2nc(C)cc(C)n2)cc1,-14,6,i,i,i,i,i,i,i,i,5
C=CCN1C(=O)NC2(CCCCC2)C1=O,-17,0,i,i,i,i,i,i,i,i,-2
CCCCCOC(=O)C1[C@H]2C(=O)N(Cc3cccs3)C[C@]23C=C[C@H]1O3 (some centres undefined),-7,-2,i,i,i,i,i,i,i,i,6
NS(=O)(=O)c1ccc(NC(=O)CSC2CCCCC2)cc1,-3,-8,i,i,i,i,i,i,i,i,1
CCC(C)NC(=O)N[C@@H](CCSC)C(=O)OC (some centres undefined),-7,-3,i,i,i,i,i,i,i,i,2
COc1ccc(N2CCN(CCCn3c(=S)[nH]c4ncccc4c3=O)CC2)cc1,-2,1,i,i,i,i,i,i,i,i,3
O=C(OCc1ccc(F)cc1)c1cc2ccccc2cc1O,-4,15,i,i,i,i,i,i,i,i,-4
COc1ccc(N2CCN(CCNC(=O)Nc3ccc(Cl)cc3)CC2)cc1,-12,-6,i,i,i,i,i,i,i,i,1
Cc1cc(-c2ccccc2)nc(Oc2ccc(C(C)(C)C)cc2)c1S(C)(=O)=O,-7,?,i,i,i,i,i,i,i,i,-2
